Screening data: PubChem, several laboratories
KCNQ1 act = human KCNQ1 channel potentiation or activation | AID 2648 | 310,000 compounds, 0.35% hits | B-score at 10 µM | P51787 | CHO-K1 KCNQ1, thallium flux FluxOR fluorescence; active compounds read high;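 active = fluorescence ratio B-score, a plate-corrected score, at least three library SD, with initial intensity B-score within 5 SD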
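Schedule – 37 °C overnight plating, 90-min dark dye load, 20-min compound pretreatment · System – stable KCNQ1 CHO-K1 line · Probe or stimulus – thallium- and potassium-containing depolarizing buffer · Measured by – kinetic FluxOR fluorescence, 10 s baseline plus 110 s post-stimulus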
RGS4 inh = inhibitors of human RGS4. B-score at 10 µM. 310,000 compounds, 0.45% hits. HEK293 M3R/RGS4 inducible, Fluo-4 calcium flux; active compounds read high; triggered by carbachol at its EC20;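 active = B-score, a plate-corrected calcium signal, over three deviations above library mean, with baseline fluorescence within five deviations of library mean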;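 note: RGS4 expression induced by doxycycline in cells with stable M3 receptor; B-score is computed from the integrated fluorescence ratio over baseline after carbachol; higher B-score means a larger calcium signal and so more RGS4 inhibition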
Target sequence (P49798 whole entry, looked up): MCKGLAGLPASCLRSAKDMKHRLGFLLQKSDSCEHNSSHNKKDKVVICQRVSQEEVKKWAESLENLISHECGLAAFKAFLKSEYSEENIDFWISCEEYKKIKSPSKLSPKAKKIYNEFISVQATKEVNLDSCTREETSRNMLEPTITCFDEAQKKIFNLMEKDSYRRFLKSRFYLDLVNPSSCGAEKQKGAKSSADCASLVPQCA
KCNK3 block = human KCNK3 channel inhibition, primary screen. CHO-KCNK3 thallium flux, FluxOR fluorescence; active compounds read low. 340,000 compounds, 0.84% hits. B-score at 10 µM;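 active = B-score under library mean minus 4 SD, starting fluorescence ratio at most library mean plus 5 SD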;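 note: more negative B-score means stronger inhibition of thallium flux through KCNK3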
KCNK9 inh = inhibitors of human KCNK9 two-pore domain potassium channel; Q9NPC2; B-score at 10 µM; HEK293 KCNK9, FluxOR thallium flux fluorescence; active compounds read low; 310,000 compounds, 1.2% hits;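 active = ratio B-score over 3 SD below the library mean, with starting fluorescence within 5 SD of its mean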;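 note: negative B-score means less thallium flux so channel inhibition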
Target sequence (Q9NPC2 whole entry, looked up, the tested form may be a part): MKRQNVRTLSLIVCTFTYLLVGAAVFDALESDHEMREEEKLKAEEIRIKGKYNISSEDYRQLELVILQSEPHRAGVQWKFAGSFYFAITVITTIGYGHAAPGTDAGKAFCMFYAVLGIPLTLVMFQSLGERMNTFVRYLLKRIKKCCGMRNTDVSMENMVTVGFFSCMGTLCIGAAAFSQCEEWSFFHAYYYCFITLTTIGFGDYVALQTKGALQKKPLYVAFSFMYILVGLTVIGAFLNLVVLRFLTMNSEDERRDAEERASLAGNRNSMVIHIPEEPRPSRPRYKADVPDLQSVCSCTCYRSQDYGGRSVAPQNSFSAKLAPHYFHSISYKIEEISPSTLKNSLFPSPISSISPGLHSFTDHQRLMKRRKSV
ANO1 activ = activators or potentiators of mouse TMEM16A chloride channel; Q8BHY3; HEK293 TMEM16A/YFP-H148Q/I152L, iodide quench fluorescence; active compounds read low; B-score at 10 µM; 340,000 compounds, 0.3% hits; AID 623877;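 active = fluorescence-ratio B-score plate-corrected deviation score at least 3 library SD below zero, with starting fluorescence score within 5 deviations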;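 note: channel opened by trigger with iodide after compound preincubation; score built on the fluorescence ratio of max minus min over baseline; more negative score means more quench and so TMEM16A activation or potentiation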
SKKanGAS inh = inhibitors of SKKanGAS S. pyogenes growth in kanamycin (SK-promoter or general growth effect) | BacTiter-Glo, 6 h | inhibition, % at 7.5 µM | 300,000 compounds, 1.3% hits;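 active = mean replicate score, as percent of positive control median, at least 50; inconclusive = mean below 50 but one replicate at or above 50; inactive = mean and every replicate below 50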;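 note: strain carries kanamycin resistance gene driven by streptokinase promoter and grows in 40 µg/ml kanamycin; loss of luminescence reflects streptokinase promoter inhibition or plain growth inhibition; 0% = median of DMSO wells and 100% = positive control at its reference dose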
RGS4 pot = potentiators or activators of RGS4; HEK293 M3R/inducible RGS4, carbachol calcium flux Fluo4; active compounds read low; B-score at 10 µM; 310,000 compounds, 0.92% hits;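 active = B-score of the integrated calcium signal more than 4 SD below the library mean, with starting fluorescence not abnormally high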;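 note: negative B-score means reduced calcium response which marks RGS4 activation or potentiation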
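Also added: carbachol at ECmax as muscarinic agonist stimulus; Assay system: HEK293 cells with stable M3R and inducible RGS4; Timing: overnight RGS4 induction, 30 min dye load 37 °C, 20 min compound RT; Measured by: Fluo4-AM (2 µM) calcium-flux fluorescence, kinetic read.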
HDAC3 inhib = blocks human histone deacetylase 3; O15379; recombinant HDAC3, fluorogenic peptide/trypsin coupled, fluorescence; inhibition, % at 8.3 µM; 320,000 compounds, 0.15% hits; in the data active = inhibition above about 26%, passing the limit was not always enough; inconclusive = no clear call, values can overlap the other calls
Target sequence (O15379 whole entry, looked up): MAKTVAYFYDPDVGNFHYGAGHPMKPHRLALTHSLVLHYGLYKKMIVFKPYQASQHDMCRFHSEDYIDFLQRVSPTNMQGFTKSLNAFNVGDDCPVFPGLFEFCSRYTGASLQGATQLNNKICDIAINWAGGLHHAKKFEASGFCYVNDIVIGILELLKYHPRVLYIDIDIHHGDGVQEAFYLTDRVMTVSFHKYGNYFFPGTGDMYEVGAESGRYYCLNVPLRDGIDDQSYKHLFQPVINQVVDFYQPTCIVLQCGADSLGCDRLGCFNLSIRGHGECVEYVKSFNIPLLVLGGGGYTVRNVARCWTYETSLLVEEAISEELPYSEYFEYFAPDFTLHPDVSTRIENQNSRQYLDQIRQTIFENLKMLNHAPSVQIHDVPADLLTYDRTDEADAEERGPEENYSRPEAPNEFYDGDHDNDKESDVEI
hERG protect = shields human hERG channel from block by proarrhythmic agents; CHO-hERG, FluxOR thallium flux, dofetilide IC70 present; AID 1511; Q12809; activation (rescue from dofetilide block), less the hit threshold, % at 10 µM; 310,000 compounds, 0.51% hits;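 active = activation above the mean of controls blocked by dofetilide plus 5 SD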;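 note: thallium influx through hERG after potassium depolarization seen as dye fluorescence rise; in these data hits start at about 4.7%; inactives centre near -7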
TMEM16A inh = blocks the mouse calcium-activated chloride channel TMEM16A. Q8BHY3. normalized B-score (activity score, 25-100; higher = stronger inhibition) at 10 µM. 310,000 compounds, 1.2% hits. HEK293 TMEM16A/YFP iodide influx fluorescence, ionomycin;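 active = ratio plate-corrected score three or more library SD toward inhibition, starting fluorescence score within five deviations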;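 note: score derived from kinetic fluorescence span divided by baseline fluorescence per well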
KCNQ1 block = blocks the human KCNQ1 potassium channel. P51787. CHO-K1 KCNQ1, FluxOR thallium flux fluorescence; active compounds read high. 310,000 compounds, 1.3% hits. AID 2642. B-score at 10 µM;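 active = compounds whose thallium flux B-score, printed positive for inhibition, exceeds three library SD while starting fluorescence stays within three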;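 note: channel opened by potassium depolarization with thallium stimulus after 20 min compound exposure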
An asterisk follows results filed as active; i = inactive; ? = inconclusive; . = not tested or not shown.

SMILES	KCNQ1 act	RGS4 inh	KCNK3 block	KCNK9 inh	ANO1 activ	SKKanGAS inh	RGS4 pot	HDAC3 inhib	hERG protect	TMEM16A inh	KCNQ1 block
O=C(NNC(=O)C1CCCCC1)C(=O)NC1CCCCC1	i	i	i	i	i	7	i	-8	-7	i	i
COc1ccccc1OCc1nc(C#N)c(N2CCCC2)o1	i	i	i	i	i	-6	i	5	-13	i	i
O=C1CCN(C2CCN(Cc3nc(Cc4ccccc4F)no3)CC2)CCN1	i	i	i	i	i	4	i	-1	-11	i	i
CC1C(C(=O)Nc2ccccc2)CCCC1(C)C(=O)O (stereo not drawn)	i	i	i	i	i	8	i	3	-10	i	i
CN1CCN(C(=O)CN(c2cccc(Cl)c2)S(=O)(=O)c2ccccc2)CC1	i	i	i	i	i	-15	i	5	-5	i	i
O=C(O)CC/C(=C\c1ccc2c(c1)OCO2)c1nc2ccccc2s1	i	i	i	i	i	8	i	-6	-8	i	i
CNC(=O)CC1C(=O)N(Cc2ccccc2)C(=S)N1NC(=O)c1cccc(F)c1 (stereo not drawn)	i	i	i	i	i	-5	i	0	-5	i	i
CCC(=O)Nc1ccccc1C(=O)NC1CCCCC1	i	i	i	i	i	-1	i	2	-7	i	i
COCCSc1nc(N)c(NC(=O)c2ccc(OC)cc2)c(=O)[nH]1	i	i	i	i	i	-6	i	-5	-11	i	i
COc1ccc(COc2cc(-c3cccc(OC)c3)nc3ccc(NC(C)=O)cc23)cc1	i	i	i	i	i	17	i	-2	-25	i	i
O=C(N/C(=C/c1ccc(Br)cc1)C(=O)N1CCCC1=O)c1ccco1	i	i	i	i	i	1	i	3	-2	i	i
CC(C)CNC(=O)NC1C(NC(=O)NCC(C)C)N(C)C(=O)N1C (stereo not drawn)	i	i	i	i	i	0	i	7	-6	i	i
Cc1ccc(C(=O)N/N=C\c2cccc(OC(=O)c3cccc(F)c3)c2)cn1	i	i	i	i	i	-2	i	6	-9	i	i
CCC(=O)N1CCN(c2cc3c(cc2F)c(=O)c(C(=O)O)cn3CC)CC1	i	i	i	i	i	-1	i	-21	-11	i	i
O=C(Oc1cccc(-n2cnnn2)c1)c1ccccc1Cl	i	i	i	i	i	4	i	5	2	i	i
S=c1[nH]nc(-c2ccccc2)n1C1C=CCCC1 (stereo not drawn)	i	i	i	i	i	10	i	10	-10	i	i
COC(=O)c1cc(=O)n(Cc2cccs2)c(=NCc2cccs2)s1	i	i	i	i	i	3	i	3	-5	25*	i
C=CCOc1ccccc1C1NC(=O)NC(C)=C1C(=O)NCc1ccccc1 (stereo not drawn)	i	i	i	i	i	1	i	-2	-6	i	i
CC(C)C(=O)Nc1cccc(C(=O)OCC(=O)c2ccc(Cl)cc2Cl)c1	i	i	i	i	i	13	i	7	-15	i	i
COCCCN(C(=O)c1ccco1)c1nc(-c2cc(OC)ccc2OC)cs1	i	i	i	i	i	9	i	-1	-9	i	i
O=C(O)CCC(=O)Nc1nc(-c2ccccc2)cs1	i	i	i	i	i	4	i	2	2	i	i
O=C(O)CC12CC3CC(C1)CC(n1cncn1)(C3)C2	i	i	i	i	i	-8	i	-3	-9	i	i
COc1ccc2c(c1OC)C(=O)N1C2SC(C)(C)[C@H]1C(=O)NC1CC1 (stereo partly drawn)	i	i	i	i	i	0	i	0	-7	i	i
CSc1nc(-c2ccc(Cl)cc2)nn1S(=O)(=O)c1ccc(Cl)cc1	i	i	i	i	i	3	i	-5	-7	i	i
Fc1cc(F)nc(NCc2ccccc2)n1	i	i	i	i	i	-5	i	3	-7	i	i
Cc1cc(NC(=O)CSc2ncccc2C(=O)O)no1	i	i	i	i	i	-2	i	3	-9	i	i
CC1CCCN(S(=O)(=O)c2ccc3c(c2)c(=O)nc2ccccn23)C1 (stereo not drawn)	i	i	i	i	i	32	i	-27	-6	i	i
Cc1ccc(S(=O)(=O)N2CCCCC2)cc1NC(=O)C1CCCO1 (stereo not drawn)	i	i	i	i	i	0	i	8	-9	i	i
CN1CCN(S(=O)(=O)c2cccc(C(=O)Oc3ccc(Br)cc3F)c2)CC1	i	i	i	i	i	-2	i	8	-11	i	i
Cc1ccc(CN2CCCC(C(=O)N3CCCC3)C2)cc1 (stereo not drawn)	i	i	i	i	i	5	i	-3	-3	i	i
CN(N=Nc1cccc([N+](=O)[O-])c1)c1cccc([N+](=O)[O-])c1	i	i	i	-11*	i	-5	i	4	-11	i	i
Cn1ncc(Cl)c1C(=O)Nc1nc2ccc(Cl)cc2s1	i	i	i	i	i	7	i	0	-11	i	i
COc1ccccc1CNC(=O)COC(=O)c1ccc(C)c(S(=O)(=O)N2CCOCC2)c1	i	i	i	i	i	1	i	0	-4	i	i
O=C(c1ccc(S(=O)(=O)N2CCc3ccccc3C2)cc1)N1CCCCC1	i	i	i	i	i	-5	i	-3	-9	i	i
COc1ccc(S(=O)(=O)N2CCOCC2)cc1NC(=O)[C@@H]1CCCN1C(=O)c1cccs1	i	i	i	i	i	-4	i	-9	-4	i	i
C=CCSc1nsc(NC(=O)Nc2ccc(F)cc2)n1	i	i	i	i	i	75*	i	-4	-11	100*	14*
CC(=O)NC(CC(=O)O)C(=O)O (stereo not drawn)	i	i	i	i	i	12	i	-1	-4	i	i
COc1ccc(NS(=O)(=O)c2cccc(NC(=O)c3ccc(Cl)nc3)c2)cc1	i	i	i	i	i	9	i	5	-3	i	i
COc1cc(NC(=O)c2cnc(N)o2)cc(C(=O)Nc2cccc(C(F)(F)F)c2)c1	i	i	i	i	i	2	i	13	-20	100*	i
COc1ccc(C2=C(C=C(C#N)C#N)C(c3ccccc3C)c3ccccc3O2)cc1OC (stereo not drawn)	i	i	i	i	i	7	i	12	-8	i	i

Compound profiles, from the list above:
`Fc1cc(F)nc(NCc2ccccc2)n1` reads KCNQ1 act = i; RGS4 inh = i; KCNK3 block = i; KCNK9 inh = i; ANO1 activ = i; SKKanGAS inh = -5; RGS4 pot = i; HDAC3 inhib = 3; hERG protect = -7; TMEM16A inh = i; KCNQ1 block = i
`CN(N=Nc1cccc([N+](=O)[O-])c1)c1cccc([N+](=O)[O-])c1` reads KCNQ1 act = i; RGS4 inh = i; KCNK3 block = i; KCNK9 inh = -11*; ANO1 activ = i; SKKanGAS inh = -5; RGS4 pot = i; HDAC3 inhib = 4; hERG protect = -11; TMEM16A inh = i; KCNQ1 block = i

(listing goes on)
SMILES	KCNQ1 act	RGS4 inh	KCNK3 block	KCNK9 inh	ANO1 activ	SKKanGAS inh	RGS4 pot	HDAC3 inhib	hERG protect	TMEM16A inh	KCNQ1 block
COc1ccc2c(c1OC)C(=O)N(c1ccc(C)cc1)C2	i	i	i	i	i	2	i	4	-15	i	i
CCC[C@@H](NS(=O)(=O)c1ccc(C)cc1)C(=O)Oc1ccc2c3c(c(=O)oc2c1)CCC3	i	i	i	i	i	6	-7.6*	-7	-6	i	i
CCC(C)C(NC(=O)OCc1ccccc1)C(=O)OCN1C(=O)c2ccccc2C1=O (stereo not drawn)	i	i	i	i	i	4	i	2	-8	i	i
CCOc1ccc(CCNC(=O)COC(=O)Cc2c[nH]c3ccccc23)cc1OCC	i	i	i	i	i	-3	i	2	-14	i	i
CCOC(=O)C1C(=O)CC(O)(c2ccccc2)CC1c1ccccc1 (stereo not drawn)	i	i	i	i	i	9	i	0	-5	i	i
COc1ccccc1/C=C/C(=O)OC(C)CN1CCCCC1 (stereo not drawn)	i	i	i	i	i	-1	i	-7	-7	i	i
O=C(NN=C1C2CC3CC(C2)CC1C3)c1ccccc1O	i	i	i	i	i	-2	i	-9	-9	i	i
COc1ccccc1N1CCN(C(=O)c2cc(=O)c3ccc(C)cc3o2)CC1	i	i	i	i	i	2	i	-2	0	i	i
O=C(NCCc1c[nH]c2ccccc12)c1c(Cl)nc2sccn12	i	i	i	i	i	6	i	-2	-1	i	i
Cc1sc2ncnc(NCCCN3CCCC3=O)c2c1C	i	i	i	i	i	2	i	-2	-7	i	i
COc1ccc(N2C(C)=CS/C2=C(/C#N)c2nnc(N3CCOCC3)n2-c2ccccc2)cc1	i	i	i	i	i	-2	i	.	-8	i	i
COc1cccc(NC(=S)NCc2ccccn2)c1	i	i	i	i	i	-21	i	-7	-7	i	i
COc1ccc(S(=O)(=O)NC2CCCCC2)c(C)c1C	i	i	i	i	i	0	i	-3	-10	i	i
O=C1CC2(CCCC2)Oc2ccc(Cl)cc21	i	i	i	i	i	9	i	1	-6	i	i
Cc1ccc(-n2c(SCC(=O)N3CCOCC3)nc(O)c(Cc3ccccc3)c2=O)cc1	i	i	i	i	i	-4	i	-3	-3	i	i
COc1ccccc1C(CNC(=O)COc1cc(C)ccc1Cl)N1CCCC1 (stereo not drawn)	i	i	i	i	i	-6	i	-10	-6	i	i
Cn1c(=O)c2c(nc(Br)n2Cc2ccccc2Cl)n(C)c1=O	i	i	i	i	i	3	i	6	-4	i	i
CN(C)CCCOC(=O)c1ccc(Cl)cc1Cl	i	i	i	i	i	2	i	3	-13	i	i
O=C(c1ccco1)N1C(=O)c2cccc3c(S(=O)(=O)N4CCCC4)ccc1c23	i	i	i	i	i	2	i	?	-3	i	i
O=C(/C=C/c1ccc(F)cc1)c1cc(Br)ccc1O	i	i	i	i	i	-13	i	0	-7	i	i
O=C(Nc1nc2c(s1)CCc1ccccc1-2)c1cccs1	i	i	i	i	i	27	i	3	-1	i	i
Nc1cc(=O)[nH]c(SCC(=O)N2CCCCC2)n1	i	i	i	i	i	0	i	2	-2	i	i
Cc1nc2ccccc2c(=O)n1/N=C/c1ccccn1	i	i	i	i	i	2	i	2	-6	i	i
CCN(CC)C(=O)C1CCCN(C(=S)Nc2cccc3ccccc23)C1 (stereo not drawn)	i	i	i	i	i	0	i	0	-5	i	i
COc1ccc(C2CC(c3ccccc3)=NN2S(=O)(=O)c2ccccc2)cc1 (stereo not drawn)	i	i	i	i	i	1	i	3	-11	i	i
COc1ccc(-n2c(O)c(/C=N/NS(=O)(=O)c3cccc([N+](=O)[O-])c3)c3ccccc3c2=O)cc1OC	i	i	i	i	i	18	i	?	-5	i	i
c1cncc(CNc2c3c(nc4nnnn24)CCCC3)c1	i	i	i	i	.	1	i	1	-6	i	i
COC/C=C/C1=CC2=CC(=O)C(C)(OC(=O)c3cnc4ccccc4n3)C(=O)C2=CN1CCc1ccccn1 (stereo not drawn)	i	i	.	i	.	3	i	9	-4	i	i
CCOC(=O)c1nnn(-c2nonc2N)c1CSc1ccc(C)cc1	i	i	i	i	i	-1	i	6	-8	i	i
